Screening data: PubChem BioAssay, several laboratories
Mtb RmlCD inh: M. tuberculosis RmlC/RmlD coupled enzyme inhibitors, primary screen, biochemical, compound mixtures, 384-well, from 1536-well plates | RmlC+RmlD coupled enzyme assay, percent inhibition; primary screen in compound mixtures | actives 0.03% (n = 160,000) | dTDP-4-dehydrorhamnose reductase (Mycobacterium tuberculosis (strain ATCC 25618 / H37Rv)) … | inhibition, % at 3.6 µM; in the data active means inhibition mostly above about 34%, no sharp cut-off; further: some results filed as inactive read as strong as hits
Target sequence (P9WH09 whole entry, looked up): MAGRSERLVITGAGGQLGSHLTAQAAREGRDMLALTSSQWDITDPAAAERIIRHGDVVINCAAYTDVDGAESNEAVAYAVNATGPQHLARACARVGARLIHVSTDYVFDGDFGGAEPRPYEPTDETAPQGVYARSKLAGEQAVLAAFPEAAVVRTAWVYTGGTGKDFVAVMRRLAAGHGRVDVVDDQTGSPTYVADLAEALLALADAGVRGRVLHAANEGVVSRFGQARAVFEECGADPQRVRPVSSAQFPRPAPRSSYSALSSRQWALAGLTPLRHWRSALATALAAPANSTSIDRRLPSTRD
Target sequence (P9WH11 whole entry, looked up): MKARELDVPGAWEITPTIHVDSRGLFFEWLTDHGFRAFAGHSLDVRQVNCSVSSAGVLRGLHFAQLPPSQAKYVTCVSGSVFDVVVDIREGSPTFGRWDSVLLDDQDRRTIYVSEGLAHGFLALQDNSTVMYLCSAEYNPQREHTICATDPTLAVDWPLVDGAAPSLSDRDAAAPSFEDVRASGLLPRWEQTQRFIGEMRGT
GlmU inhibition: inhibition of mycobacterial GlmU enzyme – biochemical, glucosamine-1-phosphate acetyltransferase (AID 1376). Bifunctional protein GlmU (Mycobacterium tuberculosis (strain ATCC 25618 / H37Rv)). M. tuberculosis GlmU acetyltransferase enzyme assay; higher % means a stronger effect. actives 0.25% (n = 220,000). one-dose inhibition, %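 (tested at 30 µM in the primary screen)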; IC50 in µM for titrated hits; in the data active means inhibition above about 13%;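 further: 0% = complete reaction with vehicle and 100% = reaction without substrate; strong numbers were not always called active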
* marks the source's active call; other numbers are inactive results; . = no result given. These rows are one share of the data. The share of hits here may be higher or lower than overall.

SMILES | Mtb RmlCD inh | GlmU inhibition
CCc1nnc2n1N=C(c1ccc([N+](=O)[O-])cc1)CS2 | -14 | -0.1%
O=C(NCCCCc1ccccc1)C1CC(c2cc(C(F)(F)F)cc(C(F)(F)F)c2)=NO1 (configuration not stated) | . | -0.8%
CCn1ccnc1CN(C)Cc1cn(-c2ccc(C)cc2)nc1-c1cccc(C)c1 | -10 | 3.8%
O=C(Nc1ccc(-c2csnn2)cc1)C(Cl)(Cl)Cl | . | -3.3%
Clc1cncc(Cl)c1NNc1c2ccccc2nc2ccccc12 | 5 | -3.9%
CC(=O)c1ccc(NC(=S)NNC(=O)c2ccccc2[N+](=O)[O-])cc1 | -15 | -1.6%
Cc1cc(O)c(/C=N/Nc2ccccc2Cl)c(=O)o1 | -10 | -0.2%
Cc1ccc(S(=O)(=O)c2cc3ccccc3nc2N)cc1 | 14 | 1.7%
COc1ccc(CNC(=O)COc2ccc(F)cc2)cc1 | 7 | 0.4%
COc1cc(-c2c(C#N)c(N)nc3c2CCCC3)ccc1O | 13 | 5.5%
CC(=NCCCn1ccnc1)c1c(O)n(C)c(=O)n(C)c1=O | 13 | 0.0%
CN1CCc2c(sc3ncn4nc(-c5ccccc5O)nc4c23)C1 | -6 | .
CCn1cc(Cl)c(C(=O)N2N=C(c3ccc4ccccc4c3)CC2c2ccccc2O)n1 (configuration not stated) | . | -2.0%
Cc1ccc(NC(=S)N2CCC(N(C)CC3CCCO3)CC2)cc1 (configuration not stated) | -12 | -4.3%
O=c1c2c3c(sc2nc(N2CCNCC2)n1CCc1ccccc1)CCCCC3 | -10 | -11%
O=C(c1c(F)cccc1F)N1CCC(O)(c2cccnc2)CC1 | . | 3.9%
CC(=O)NNC(=S)NC(=O)c1ccccc1 | 9 | -6.7%
Cc1ncc([N+](=O)[O-])n1CCOC(=O)Nc1ccc(Cl)c(Cl)c1 | -8 | 0.8%
CN=C(Nc1cc(C)nn1-c1ccccc1)c1ccccc1F | 0 | 1.3%
COc1ccc(CCNC(=O)CSc2nnc3ccccn23)cc1 | -8 | 6.0%
O=C(NCCN1CCOCC1)Nc1cccc(Cl)c1 | 8 | 0.7%
O=C(CSc1ccsc1[N+](=O)[O-])Nc1cccc(F)c1 | 6 | 2.6%
COc1ccccc1N=C1SC(C)CN1C(=O)C1CCC1 (configuration not stated) | -12 | 5.4%
COc1cc(/C=N/NC(=O)COc2c(C)cc([N+](=O)[O-])cc2C)ccc1OC(=O)c1ccccc1 | 7 | 0.9%
COc1ccc(/C=C/C(=O)OCC(=O)Nc2c(C)cccc2C)cc1 | 4 | 2.0%
Cn1nc(C(=O)OCC(=O)Nc2sccc2C(N)=O)c2ccccc2c1=O | -9 | 1.4%
CN(C(=O)COC(=O)c1c[nH]c(=O)[nH]c1=O)C1CCCCC1 | . | -1.2%
O=c1oc2ccccc2c2c1ncn2CCN1CCOCC1 | -5 | 8.1%
C=CCn1c2ccccc2n2nc(C)c(=O)nc12 | . | 6.4%
COc1cc(OC)cc(C(=O)N[C@H](C(=O)Nc2ccc(NC(C)=O)cc2)C(C)C)c1 | -8 | -5.2%
COc1ccc(-n2c(SCC(=O)Nc3ccc(Br)cc3)nc(O)cc2=O)cc1 | -8 | -2.5%
O=C(O)C1CCCN1S(=O)(=O)c1ccc(Cl)c(Cl)c1 (configuration not stated) | 56 | 0.9%
N#CC1=C(c2ccccc2)/C(=C/c2ccccc2)OC1=O | . | -3.8%
COc1ccc(Br)cc1/C=C/C(=O)c1ccc(NC(C)=O)cc1 | 26 | -5.4%
CC(/C=C/c1ccccc1)=N\NC(=O)CSc1ccccn1 | -5 | -7.0%
Cc1ccc(Cc2c(C)nc3nc(SCC(=O)NCc4ccco4)nn3c2C)cc1 | 4 | 1.3%
COC(=O)Cc1c(O)ccn(CCc2c[nH]c3ccc(OC)cc23)c1=O | -12 | -0.1%
CC(=O)Oc1ccc(C(=O)Nc2cc(C)ccc2NC(=O)COc2ccccc2)cc1 | 1 | .
CN(CCC#N)C(=O)CSc1ncnc2sc(-c3ccccc3)cc12 | 3 | 6.0%
O=C(O)Cn1cnc2c(oc3ccccc32)c1=O | -14 | 1.1%

3 structures already listed, ordered by SMILES length, highest first:
SMILES | Mtb RmlCD inh | GlmU inhibition
COc1ccc(-n2c(SCC(=O)Nc3ccc(Br)cc3)nc(O)cc2=O)cc1 | -8 | -2.5%
N#CC1=C(c2ccccc2)/C(=C/c2ccccc2)OC1=O | . | -3.8%
COc1ccccc1N=C1SC(C)CN1C(=O)C1CCC1 (configuration not stated) | -12 | 5.4%

Quoted from the listing.
In GlmU inhibition, C=CCn1c2ccccc2n2nc(C)c(=O)nc12 reads 6.4%
In GlmU inhibition, CN(CCC#N)C(=O)CSc1ncnc2sc(-c3ccccc3)cc12 reads 6.0%
In GlmU inhibition, N#CC1=C(c2ccccc2)/C(=C/c2ccccc2)OC1=O reads -3.8%

New compounds follow
SMILES | Mtb RmlCD inh | GlmU inhibition
Cc1ccc(O)c(C=Nc2cc(C)ccc2O)c1 | . | -1.3%
CCCCSc1nnc(-c2ccc(C)cc2)n1C | . | 3.2%
COc1cccc(C(=O)NC(C)C(c2cccs2)N2CCN(C)CC2)c1 (configuration not stated) | 2 | -5.7%
C=CCc1cc(OC)ccc1OCCN(C)Cc1ccccc1 | -1 | -4.4%
O=C(O)Cn1ccc2ccccc21 | -10 | -0.2%
CC(C(=O)Nc1ccccc1)N1C(=O)c2ccccc2C1=O (configuration not stated) | -16 | -4.4%
CC1(OC(=O)c2ccc(Cl)nc2)C(=O)C=C2C=C(c3ccsc3)OC=C2C1=O (configuration not stated) | . | 1.5%
Cc1ccc(-c2nnc(N3CCCCC3)c3ccccc23)cc1S(=O)(=O)N1CCN(C)CC1 | -1 | -2.1%
COc1ccc(C2CC(=O)c3cnc(N4CCN(Cc5ccccc5)CC4)nc3C2)cc1 (configuration not stated) | . | -0.9%
Cc1ccc(C(=O)N2CCN(c3ccc([N+](=O)[O-])c(NCc4ccco4)c3)CC2)cc1 | 22 | -1.8%
O=C(Cn1c(NCCCO)nc2ccccc21)c1ccc(Br)cc1 | . | -2.0%
O=C(CCc1ccccc1)c1c(O)cc(O)cc1O | . | 1.0%
Cc1ccc(S(=O)(=O)N(C)C)cc1NC(=O)Nc1c(-c2ccccc2)noc1C | . | 3.6%
O=C1/C(=C/c2ccc(Cl)cc2)NC(=S)N1Cc1cccnc1 | 9 | -3.7%
COC(=O)c1ccccc1NC(=O)Nc1nnc(N2CCC(C)CC2)s1 | . | 4.6%
O=C(Nc1nc(-c2ccccc2)cs1)C1c2ccccc2Oc2ccccc21 | 10 | -3.1%
O=C(/C=C/c1ccc(S(=O)(=O)N2CCOCC2)cc1)NCc1ccc(Cl)cc1 | -15 | -2.2%
CC(=O)Nc1ccc(/C(C)=N/Nc2nc(Nc3cccc4ccccc34)nc(N3CCOCC3)n2)cc1 | -14 | 1.3%
Oc1ccc(-c2nc3ccc4ccccc4c3c3c2CCC3)cc1O | 2 | -0.2%
NS(=O)(=O)c1ccc(NC(=O)c2ccccc2C(=O)N2CCCCC2)cc1 | -6 | -1.6%
Cn1cccc1Cc1nnc(SCC(=O)Nc2ccc3c(c2)OCO3)n1CCc1ccccc1 | -9 | 3.5%
O=C1OC(OC(=O)c2ccccc2Br)C(N2CCOCC2)=C1Cl (configuration not stated) | -10 | 2.0%
O=C(CCCSc1nc2ccccc2[nH]1)NCc1ccc(Cl)cc1 | -5 | 3.3%
COc1ccc(CCNS(=O)(=O)c2cccc(S(=O)(=O)N3CCCC3)c2)cc1OC | 12 | 6.8%
COC(=O)c1ccccc1NC(=O)Nc1cccs1 | . | 7.2%
Cc1ccc2[nH]c(=O)c(CN(Cc3ccccc3)Cc3nnnn3C3CCCC3)cc2c1 | . | 0.0%
CC1CN(S(=O)(=O)c2cccc(C(=O)OCC(=O)c3cccs3)c2)CC(C)O1 (configuration not stated) | -1 | -1.0%
O=C(Nc1ccccc1)Nc1ccc(F)cc1F | 2 | 4.7%
Cc1ccc(S(=O)(=O)Nc2ccc(Oc3cccnc3)nc2)cc1 | 18 | 3.0%
COC(=O)Cc1[nH]n(-c2nc3ccccc3s2)c(=O)c1C(C)=O | -4 | -4.4%
COc1ccc(OC)c(NC2=NCCS2)c1 | . | 0.8%
CCC(=O)c1ccc(OCC(O)CN(CCc2ccccc2)Cc2ccccc2)cc1 (configuration not stated) | . | -2.2%
CCOc1cc(/C=N/n2cnnc2)ccc1OC(=O)c1cccc([N+](=O)[O-])c1 | 3 | -4.0%
O=C(N/N=C\c1ccccc1OCc1ccccc1)c1ccco1 | 11 | -0.1%
CC(C)CSc1nc2c(c(=O)[nH]c(=O)n2C)n1CCc1ccccc1 | . | 0.1%
CC/C(=C/c1sc2ccc(C)cc2[n+]1CCCS(=O)(=O)[O-])SC | 10 | 7.0%
CCN(CC)CCCNc1nc(CN2CCOCC2)nc2sc3c(c12)CCC3 | -17 | -2.3%
C(=NC12CN3CN(CN(C3)C1)C2)c1ccc2c(c1)OCO2 | -8 | -1.9%
O=C(O)c1cccc(-n2cccc2/C=N/O)c1 | -11 | 92µM*
CN(C)S(=O)(=O)c1ccc(C(=O)Nc2ccc(S(=O)(=O)NC3=NCCCCC3)cc2)cc1 | . | 0.7%
Cc1ccc(Cl)cc1N1CCN(C(=O)c2cccc3c(=O)c(C)c(-c4ccccc4)oc23)CC1 | -6 | 2.0%
CCOc1ccc(OCC)c(S(=O)(=O)NCc2ccc3c(c2)OCO3)c1 | 1 | -0.8%
COc1cc(CNCc2cccnc2)ccc1OCC(=O)NC(C)(C)C | -3 | 1.4%
COc1ccccc1NS(=O)(=O)c1ccc(NN=C2CCCCC2)c([N+](=O)[O-])c1 | 4 | 4.5%
N#C/C(=C\c1ccc(-c2cccc([N+](=O)[O-])c2)o1)c1nnc(N2CCOCC2)n1-c1ccccc1 | 6 | 4.0%
Cc1cc2cc(CNC(=O)Cc3ccc([N+](=O)[O-])cc3)ccc2[nH]1 | -13 | -4.1%
N#Cc1cnn2c(-c3cccc(C(F)(F)F)c3)ccnc12 | 14 | 1.6%
CCN1CCN(Cc2cc(=O)oc3ccc(C)cc23)CC1 | 50 | -3.0%
CCOCCCN(C(=O)Cn1nnc(-c2ccc(C)o2)n1)C(C(=O)NCC1CCCO1)c1ccc(F)cc1 (configuration not stated) | . | -4.2%
Nc1nc(N)c2sc3nc(C(F)(F)F)cc(C(F)(F)F)c3c2n1 | . | -0.9%
CCOC(=O)C1(CC2CCCCO2)CCN(S(=O)(=O)c2cc(C)cs2)CC1 (configuration not stated) | -14 | 2.5%
Cc1cc(C)cc(CC(Cc2nc3ccccc3[nH]2)c2nc3ccccc3[nH]2)c1 (configuration not stated) | . | 0.8%
O=C(C(=O)N1CCCC1CO)N1CCCC1CO (configuration not stated) | -6 | -3.9%
Cc1c(CCC(=O)O)c(=O)oc2cc3occ(-c4ccccc4)c3cc12 | 13 | -1.4%
CC(c1c(O)c2ccccc2[nH]c1=O)C1(C)CCC(O)C(C)(C)O1 (configuration not stated) | -10 | 2.6%
COc1ccc(CC(=O)N2CCN(C)CC2)cc1 | 42 | 0.5%
CCOc1ccc(Br)cc1S(=O)(=O)Nc1ccc(NC(=O)c2ccccc2C)cc1 | 16 | -7.1%
Cc1ccc(O)c(NC2=C(Cl)C(=O)N(Cc3ccccc3)C2=O)c1 | -7 | 0.7%
Cc1ccc(OCc2nc(-c3ccc(-n4cccc4)cc3)no2)cc1C | -5 | 3.1%
NC(=O)CC1NC(=O)c2cc([N+](=O)[O-])cc(I)c2OCCC(C(N)=O)NC(=O)[C@@H]2CCCN2C1=O (some centres not stated) | . | -2.4%
New compounds follow
SMILES | Mtb RmlCD inh | GlmU inhibition
O=[N+]([O-])c1ccc(NCCNS(=O)(=O)c2ccccc2)c(C(F)(F)F)c1 | . | -0.3%
CC(C)Cc1nc(Cl)c(C#N)c2c1CCC2 | 13 | -0.8%
CCCn1c(=O)c2ccccc2n2c(SCCOc3ccc(Cl)cc3)nnc12 | -8 | 7.2%
Cc1cc(NC(=O)CCNS(=O)(=O)c2cc(Br)cnc2N)ccc1Br | . | -7.0%
COc1ccc(N(CCN2C(=O)c3ccccc3C2=O)C(=O)c2cccc([N+](=O)[O-])c2)cc1 | 5 | 2.5%
COc1ccc(-c2cc(C(=O)NCc3cccnc3)no2)cc1 | 11 | 4.0%
COc1ccc(NC(=O)C2CCN(C(=O)c3ccccc3)CC2)c(OC)c1 | 72 | -4.0%
O=C(O)c1cnc(-c2ccccc2)nc1Sc1ccc(Cl)cc1 | . | 2.2%
CCCN(CCC)C(=O)COc1cc(=O)n(CC)c2ccccc12 | -5 | -3.9%
O=C1CSc2ccccc2N1Cc1ccc(F)cc1 | 3 | 3.8%
COc1ccc(-c2nnc(SCc3nnc(-c4ccccc4)o3)n2C)cc1OC | -11 | 2.3%
COC(C[C@@H](O)CC(=O)[C@@H](C)OCc1ccccc1)OC | . | -1.9%
O=C(c1ccccc1F)N(Cc1ccccc1)C1CCS(=O)(=O)C1 (configuration not stated) | . | 5.4%
COC(=O)CSc1nnc(CNC(=O)c2ccc(OC)c(OC)c2)n1C | . | -4.2%

4 entries from above, reformatted.
COc1ccc(-c2nnc(SCc3nnc(-c4ccccc4)o3)n2C)cc1OC
  Mtb RmlCD inh: -11	GlmU inhibition: 2.3%

COC(C[C@@H](O)CC(=O)[C@@H](C)OCc1ccccc1)OC
  Mtb RmlCD inh: .	GlmU inhibition: -1.9%

O=C(c1ccccc1F)N(Cc1ccccc1)C1CCS(=O)(=O)C1 (configuration not stated)
  Mtb RmlCD inh: .	GlmU inhibition: 5.4%

COC(=O)CSc1nnc(CNC(=O)c2ccc(OC)c(OC)c2)n1C
  Mtb RmlCD inh: .	GlmU inhibition: -4.2%
